Vif-APOBEC3F blk: inhibitors of Vif-A3F interaction. 390,000 compounds, 0.2% hits. Potency, µM (top dose mostly 46.1 µM), for inactives: top-dose activity, negative = active. HeLa A3F-eYFP + Vif (tagged APOBEC3F with the HIV-1 protein that degrades it), YFP fluorescence increase; further: potency means the concentration at half of the fitted maximal effect; % of control where 0% means no effect; nearly all actives have a fitted effect of over 65% in size
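HeLa cells stably expressing A3F-eYFP plus Vif, plated and incubated overnight at 37 deg C, then exposed to compounds overnight at 37 deg C. Blocked degradation read as raised yellow fluorescence (Ex 488/Em 500-530).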
RGS4 inh: human RGS4 inhibition; Transcreener GDP fluorescence polarization, RGS4-accelerated GTP hydrolysis; Potency, µM (doses to about 114 µM), for the others: at the highest dose activity change, negative = inhibition, actives largely listed as inhibitors; 390,000 compounds, 0.039% hits; further: potency means the concentration at half of the fitted maximal effect; on the % scale 0 is the no-effect control and ±100 the full control effect; nearly all actives have a fitted effect of over 75% in size; some results filed as inactive show a strong effect at the top dose
Target sequence (P49798 whole entry, looked up): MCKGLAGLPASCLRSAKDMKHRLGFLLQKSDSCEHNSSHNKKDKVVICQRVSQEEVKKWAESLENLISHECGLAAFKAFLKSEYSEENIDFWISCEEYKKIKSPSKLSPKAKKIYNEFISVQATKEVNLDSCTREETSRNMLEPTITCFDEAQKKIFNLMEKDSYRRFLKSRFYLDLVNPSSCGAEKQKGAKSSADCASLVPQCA
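MLSMR compounds (23 nl, pin-transferred) preincubated 10 min at room temperature with a 500nM (2x) first reagent, then RGS4 at 900nM (2x) plus Transcreener GDP mix added; fluorescence polarization (620/688 nm) read before and after 90 min at 30 °C.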
Glioma ERSR ind: ER stress response induction in glioma; Potency, µM, for inactives: at the top dose activation, hits mostly activators; U87-MG GRP78 promoter luciferase reporter, 16 h; AID 602332; 420,000 compounds, 0.02% hits; further: potency means the concentration at half of the fitted maximal effect; series mostly up to about 76 µM; % of control where 0% means no effect; nearly all actives have a fitted effect of over 35% in size
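Stably transfected U87-MG human glioma cells carrying a GRP78-based luminescent sensor were seeded at 1000 cells/well, pin-dosed with compounds and incubated 16 h. Luciferase reagent was then added, and end-point luminescence was read after 10 min at room temperature.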
TrxR1 substrate: is turned over as a substrate by rat TrxR1; O89049; purified TrxR1 substrate turnover, NADPH consumption readout; Potency, µM (top dose mostly 114 µM), for the others: top-dose activity change, negative = substrate turnover; 390,000 compounds, 0.01% hits; further: potency means the concentration at half of the fitted maximal effect; on the % scale 0 is the no-effect control and ±100 the full control effect; nearly all actives have a fitted effect of over 50% in size
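Rat TrxR1, dispensed at 90 nM, was prereduced with 400 uM NADPH (final) for 5 min at ~22 deg C, then incubated with compound 15 min before 400 uM selenite. A first-read NADPH fluorescence drop versus no-compound background flagged substrates.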
rTrxR1 inhibitor: rat TrxR1 inhibition; O89049; recombinant rTrxR1, NADPH fluorescence consumption, selenite substrate; Potency, µM (titrated, usually from 114 µM), without a hit: top-dose activity change, negative = inhibition, actives largely listed as inhibitors; 390,000 compounds, 1% hits; AID 588453; further: potency means the concentration at half of the fitted maximal effect; on the % scale 0 is the no-effect control and ±100 the full control effect; nearly all actives have a fitted effect of over 65% in size
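Rat TrxR1 (90 nM in the dispensed reagent) was pre-reduced with 400 uM NADPH for 5 min at room temperature, then incubated with compound for 15 min. After 400 uM selenite was added, NADPH fluorescence (Ex 340/Em 450 nm) was followed for 8 min.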
Vif-APOBEC3G blk: inhibitors of Vif-APOBEC3G interaction; Potency, µM (top dose mostly 46.1 µM), inactives show at the top dose activity, negative = active, usual class: inhibitors; AID 602310; HeLa A3G-eYFP + Vif (tagged APOBEC3G with the HIV-1 protein that degrades it), YFP fluorescence, overnight; 410,000 compounds, 0.076% hits; Q9HC16;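 further: potency means the concentration at half of the fitted maximal effect; on the % scale 0 is the no-effect control and ±100 the full control effect; nearly all actives have a fitted effect of over 60% in size; hits raise eYFP signal because A3G escapes Vif-driven loss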
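Read-out is eYFP fluorescence (Ex 488/Em 500-530) from Vif-expressing HeLa A3G-eYFP cells; more signal means A3G escaped Vif-mediated degradation. Cells plated overnight, compound pinned in, incubated overnight at 37 deg C.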
LDHA block: inhibitors of human lactate dehydrogenase A; activity change, % (values are at about 110 or 230 µM); 480,000 compounds, 0.15% hits; AID 1347041; purified LDHA, NADH/diaphorase-resazurin fluorescence; stronger effect = lower value; in the data active means activity change below about -30%; inconclusive means mostly about -25% to -30%;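 further: plate controls were DMSO wells for no effect and wells without enzyme for full effect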
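Enzyme activity of human lactate dehydrogenase 5 (2 nM; 0.06 mM NADH, 0.2 mM pyruvate, 5 min, RT) is measured via a resazurin/diaphorase fluorescence readout of residual NADH.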
mIDH1 inhibitor: blocks human mutant IDH1 R132H enzyme. IDH1-R132H enzyme, NADPH consumption, diaphorase/resazurin fluorescence. Potency, µM (highest dose often 76.6 µM), for inactives: at the highest dose activity change, negative = inhibition, actives largely listed as inhibitors. 390,000 compounds, 0.093% hits; further: potency means the concentration at half of the fitted maximal effect; on the % scale 0 is the no-effect control and ±100 the full control effect; nearly all actives have a fitted effect of over 65% in size
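IDH1-R132H (0.5 ug/mL dispensed) in pH 7.5 Tris buffer was preincubated 30 min with compound, then given a substrate mix of 0.016 mM NADPH and 2 mM alpha-KG for 80 min at room temperature; remaining NADPH was read by diaphorase/resazurin fluorescence.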
USP1 inh: inhibitors of human USP1/UAF1 deubiquitinase | recombinant USP1/UAF1, Ub-Rhodamine cleavage fluorescence | Potency, µM (highest dose often 57.1 µM), inactives show top-dose activity change, negative = inhibition, actives largely listed as inhibitors | 390,000 compounds, 0.23% hits; further: potency means the concentration at half of the fitted maximal effect; on the % scale 0 is the no-effect control and ±100 the full control effect; nearly all actives have a fitted effect of over 60% in size; inactives centre near -12
Target sequence (O94782 whole entry, looked up): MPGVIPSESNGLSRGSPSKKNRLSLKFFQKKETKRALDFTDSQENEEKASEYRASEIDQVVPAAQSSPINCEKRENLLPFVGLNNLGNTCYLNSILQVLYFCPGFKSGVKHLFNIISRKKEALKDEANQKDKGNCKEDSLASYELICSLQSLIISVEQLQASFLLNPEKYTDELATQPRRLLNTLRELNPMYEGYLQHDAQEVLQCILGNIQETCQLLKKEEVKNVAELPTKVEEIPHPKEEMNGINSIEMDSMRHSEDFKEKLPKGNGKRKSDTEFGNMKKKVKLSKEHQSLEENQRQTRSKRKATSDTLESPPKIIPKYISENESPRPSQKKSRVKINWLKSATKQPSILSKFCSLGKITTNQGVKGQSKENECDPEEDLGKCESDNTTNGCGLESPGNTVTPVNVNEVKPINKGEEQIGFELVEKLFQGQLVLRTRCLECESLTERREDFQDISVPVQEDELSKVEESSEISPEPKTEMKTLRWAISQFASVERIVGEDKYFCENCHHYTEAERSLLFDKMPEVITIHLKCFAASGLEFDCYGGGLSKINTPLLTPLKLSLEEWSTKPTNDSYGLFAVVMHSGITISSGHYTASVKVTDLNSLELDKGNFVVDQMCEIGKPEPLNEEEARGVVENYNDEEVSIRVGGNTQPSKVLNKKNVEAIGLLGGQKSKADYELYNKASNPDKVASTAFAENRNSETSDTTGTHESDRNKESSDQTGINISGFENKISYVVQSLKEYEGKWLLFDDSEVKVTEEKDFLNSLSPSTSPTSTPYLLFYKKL
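In this screen, compounds sit with the deubiquitinase complex (1nM) for 15 min at room temperature before Ub-Rho is added at 150nM final. Fluorescence rise is then followed for 6 reads every 60 seconds.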
* = called active by the depositor; ? = inconclusive; . = not tested or not shown; & = joins results of further samples; [ ] = dose if it differs, or a comment. Unless noted, the call rests on the fitted dose curve; in most records, active means well fitted curve in the direction sought with a large enough effect; inconclusive means small, poorly fitted or top-dose-only effect, or another doubt; inactive means no such curve, though single readings can be large; an effect the other way counts as inactive or inconclusive. A portion of the library, so the mix of outcomes need not match the whole.

nr	canonical_smiles	Vif-APOBEC3F blk	RGS4 inh	Glioma ERSR ind	TrxR1 substrate	rTrxR1 inhibitor	Vif-APOBEC3G blk	LDHA block	mIDH1 inhibitor	USP1 inh
1	Cc1ccc(C)c(N2CCN(CCCNC(=O)Cn3c(=O)c4cccn4c4cccnc43)CC2)c1	-3%	-5%[56.9 µM]	0%	3%	8%	1%	-7	6%	-23%
2	COc1ccc(S(=O)(=O)N2CCC(C(=O)NCc3cccnc3)CC2)cc1Cl	-2%	-7%	-1%	5%	21%	-2%	-4	1%	-5%
3	CCN(CC(=O)NCc1cccs1)C(=O)c1cccc(S(=O)(=O)Nc2ccc(OC)cc2)c1	7%	-17%	-2%	-3%	5%	-4%	-2	6%	-17%
4	CCOC(=O)c1cccc(Nc2nc(-c3cccnc3)nc3ccccc23)c1	-7%	?	-10%	7%[57.1 µM]	6%[57.1 µM]	-14%	-1	1%	-20%
5	Cc1nccn1CCCNC(=O)CC1C(=O)NCCN1Cc1ccc(F)cc1Cl (stereo not drawn)	?	13%	-3%	3%	8%	1%	2	-6%	-4%
6	CC(C)S(=O)(=O)c1csc(NC(=O)Nc2cc(Cl)ccc2Cl)c1Cl	-24%	-1%	-3%	1%[57.1 µM]	1%[57.1 µM]	2%	5	30%[activator]	-24%
7	Cc1ccc(S(=O)(=O)CC(=O)c2ccccc2)cc1	4%	19%	-1%	-6%	35µM*	4%	-2	1%	-17%
8	COc1cccc(NC(=O)C2CCN(S(=O)(=O)c3ccc4[nH]c5c(c4c3)CCCCC5)CC2)c1	0%	-31%	0%	-5%[57.1 µM]	9%[57.1 µM]	1%	2	-2%	-22%
9	O=C(NCc1ccccc1Cl)C1CCCN(c2ncnc3onc(-c4ccc(F)cc4)c23)C1 (stereo not drawn)	1%	-12%	-2%	5%	30%	-2%	-10	-10%	-21%
10	COc1ccc2c(c1)OC1(C)CC2C(C(=O)c2ccccc2OC)C(=O)N1 (stereo not drawn)	1%	12%	-3%	4%	3%	-2%	-2	4%	?
11	CSc1ncccc1C(=O)OCC(=O)N1CCOCC1	-6%	22%	0%	12%	11%	3%	-3	8%	?
12	COCCNC(=O)CSc1ccc(-c2nc3ccccc3[nH]2)cn1	-5%	-2%	3%	56%[activator]	13%	6%	-5	-2%	-20%
13	COC(=O)C1=C(C(=O)OC)SC2(S1)C(C(=O)OC)=C(C(=O)OC)SC1=C2c2cccc(C)c2NC1(C)C	-2%	-6%	-2%	-1%	6%	2%	-3	4%	-9%
14	Cc1cc(-c2ccc(C)c(S(=O)(=O)N3c4ccccc4CC3C)c2)on1 (stereo not drawn)	-3%	8%	-2%	-4%[57.1 µM]	3%[57.1 µM]	5%	1	8%	-19%
15	CC(=O)Nc1ccc(NC(=O)CSc2nnc(COc3ccccc3C)n2CC2CCCO2)cc1 (stereo not drawn)	4%	-22%	2%	5%	6%	0%	-2	0%	-12%
16	O=C(CN1C(=O)CSc2ccc(S(=O)(=O)N3CCOCC3)cc21)N1CCCCC1	1%	1%	-4%	3%	16%	-7%	-2	-4%	-24%
17	COc1cc(C(=O)N2CCCC(c3nc(-c4cccs4)no3)C2)cc(OC)c1OC (stereo not drawn)	-20%	13%	-5%	4%	18%	4%	-3	-1%	-13%
18	CCOc1ccc(NC(=O)c2ccc(N3CC4CC(C3)c3cccc(=O)n3C4)c(NC(=O)CCN3CCOCC3)c2)cc1 (stereo not drawn)	1%	-5%	-7%	-4%	-11%	-9%	2	7%	-27%
19	C[C@@H]1CN([C@@H](C)CO)S(=O)(=O)c2ccc(Br)cc2O[C@@H]1CN(C)C(=O)C1CC1	-6%	.	-7%	.	.	1%	-11	1%	2%
20	COc1ccc(CCNC(=O)Cn2cnc3scc(-c4ccccc4)c3c2=O)cc1OC	3%	-19%	3%	-6%	15%	1%	-1	-2%	-17%
21	Cc1ccc(-n2c(=O)c3c(cnn3C)n(CC(=O)Nc3ccc(C)cc3C)c2=O)cc1	1%	6%	-2%	12%[2.29 µM]	20%	-1%	-3	0%	-15%
22	COc1ccc(NC(=O)C2CCCN2c2ccc(OC)c(OC)c2)cc1OC (stereo not drawn)	.	-25%	-4%	0%	-3%	0%	20	12%	-13%
23	c1ccc2nc3c(nc2c1)CCc1nonc1-3	-1%	-7%	-4%	2%	18%	1%	-6	0%	-12%
24	NNC(=O)CS(=O)(=O)c1ccc(Cl)cc1	0%	15%	-3%	8%	23%	-4%	-4	14%	-20%
25	O=C(NCc1ccccc1)c1noc2c1CCCC2	3%	-32%	0%	7%[57.1 µM]	9%	?	-2	1%	-2%
26	COc1ccccc1C(=O)Nc1ccnn1C1CCN(Cc2ccn[nH]2)CC1	-19%	-4%	0%	4%	12%	0%	-4	1%	-7%
27	COC12NC(=O)N(C)C1(OC)C(=O)N(C)C(=O)N2C (stereo not drawn)	-1%	-47%	0%	-14%	-9%	1%	-22	-5%	-6%
28	CN1CCC(=O)N([C@H](COc2ccccc2)Cc2ccccc2)CC1	-1%	8%	0%&-4%	11%[57.1 µM]	18%&3%	0%&1%	-9	11%	-16%
29	Nc1cccc2[nH]cnc12	.	.	-2%	1%	0%	3%	.	.	.
30	COc1cccc(C#Cc2c(C=O)n(C)c3ccccc23)c1	-26%	-5%	-5%	19%	-8%	-16%	0	6%	?
31	Cc1ccc(/C=N/Nc2ncnc3nc[nH]c23)cc1	-1%	7%	-4%	-8%	10%	-7%	-13	6%	-5%
32	O=S1(=O)CCOCCCN1Cc1ccccc1Br	-3%	-3%	-3%&-5%	0%[57.1 µM]	-1%[57.1 µM]	0%&-1%	-3	-10%	-18%
33	COc1ccc2c(c1)c(=O)c(S(=O)(=O)c1ccc(F)cc1)cn2Cc1ccccc1Cl	-9%	19%	-5%	-1%	5%	-9%	-7	0%	1%
34	CCN(C(=O)CSc1nc(N)cc(=O)[nH]1)C1CCS(=O)(=O)C1 (stereo not drawn)	2%	12%	-2%	2%	21%	1%	-3	-1%	-13%
35	C/C(N)=C(/C#N)C(=O)COC(=O)c1ccccc1Cc1ccccc1	9%	27%[56.9 µM]	9%	-8%[57.1 µM]	?	0%	-11	-12%	-16%
36	Cc1cnc2c(C)cccc2c1/C=C/c1ccc(N(C)C)cc1	.	.	-4%	-5%	-5%	-16%	-4	.	.
37	CCC(NC(=O)NC1CCCCC1)c1ccccc1 (stereo not drawn)	9%	-9%	-2%	-6%	1%	-7%	-6	-9%	-9%
38	COc1ccc(NS(=O)(=O)c2cccc(C(=O)NNC(=O)c3cncc(Br)c3)c2)cc1	6%	-20%	-7%	4%[11.4 µM]	6%[11.4 µM]	-2%	-2	3%	-4%
39	COCCn1nnnc1C(c1cc(OC)ccc1OC)N1CCc2ccccc2C1 (stereo not drawn)	-6%	-2%	-4%	11%[57.1 µM]	18%[57.1 µM]	0%	0	2%	-11%
40	O=C(CCNS(=O)(=O)c1ccc(Cl)cc1)N1CCCC1	-10%	27%	-1%	-3%	-3%	2%	-9	0%	-7%
41	Cc1ccc(S(=O)(=O)NC(=O)NC(C)c2ccc(F)cc2)cc1 (stereo not drawn)	1%	0%	-3%	4%	29%	-2%	-4	-3%	-2%
42	O=C(NC(=S)Nc1nc(-c2cccc([N+](=O)[O-])c2)cs1)c1cc(Cl)ccc1Cl	-3%	-10%	-3%	3%[57.1 µM]	28µM*	3%	-7	-4%	-7%
43	CCCN(C(=O)/C=C/c1ccco1)c1c(N)n(Cc2ccccc2)c(=O)[nH]c1=O	1%	20%	-4%	-2%	?	-1%	-12	0%	-14%
44	O=C(Nc1cccc(NC(=O)c2cccnc2)c1)c1ccccc1	-1%	-7%	-1%	-1%	22%	-4%	0	3%	-4%
45	Cc1sc2nc(C3CC3)nc(SCC(=O)NCc3ccco3)c2c1C	3%	-32%	-1%	3%	?	2%	-9	-3%	0%
46	O=C(Nc1sc2c(c1C(=O)O)CCC2)c1ccccc1	-7%	10%	-3%	-17%	-14%	-9%	-10	23%	-13%
47	CCOc1cc(C)c(S(=O)(=O)N2CCCCC2)cc1C	-4%	-14%	-3%	2%	12%	-2%	-2	0%	-13%
48	CC1(C)CC(=O)C(C=NCC(N)=O)=C(O)C1	-1%	-13%	-4%	8%	28%	-2%	-20	2%	-14%
49	COC(=O)C1=C(C)NC(C)=C(C(=O)OC)C1c1ccco1	3%	8%	-1%	4%	13%	2%	1	11%	-20%
50	COc1ccc(C(=O)OCC(=O)Nc2c(C)n(C)n(-c3ccccc3)c2=O)cc1OC	2%	-11%	3%	-3%	14%	-15%	-8	-3%	-10%
51	CCOC(=O)c1c(NC(=O)COC)sc(C(C)=O)c1C	-3%	16%	-1%	4%[57.1 µM]	2%[57.1 µM]	-2%	-5	1%	-14%
52	CC(C)(C)N(Cc1ccc2c(c1)OCO2)C(=O)/C=C\S(=O)c1ccccc1 (stereo not drawn)	-1%	-28%	-14%	-6%	79µM*	-28%	-11	4%	-8%
